Assay outcomes from PubChem BioAssay.
CHO parental Ca: counter-screen: ATP calcium response change in parental CHO cells; parental CHO-K1, ATP-induced calcium, Fluo-8 fluorescence; hit rate 0.63% among 330,000; AID 463079; inhibition, % at 5.6 µM;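 active means inhibition above that plate's mean sample inhibition plus 3 SD, cut at about 26% in these data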;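 further: 0% = ATP-challenged DMSO wells and 100% = DMSO wells without ATP; some compounds past the cut are filed as inactive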
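Material: parental CHO cells / Compound: single nominal dose of 5.6 µM per compound / Signal: Fluo-8 fluorescence / Replicates: singlicate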
CHO-K1 Ca ag: nonselective activator or artifact in parental CHO-K1 cells | activation, % at 3 µM | hit rate 0.48% among 360,000 | Fluo-8 calcium fluorescence; scaled to maximal ATP response, vehicle zero; in the data active means activation above about 15%;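 further: untransfected CHO-K1 host cells lacking M1 receptor as counterscreen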
CHRM1 agonist: agonists of human M1 muscarinic receptor. CHO-K1 hM1, Fluo-8 calcium fluorescence, agonist mode; 0% DMSO, 100% acetylcholine EC100. AID 588814. hit rate 0.33% among 360,000. activation, % at 3 µM;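 active means activation above the run's mean compound activation plus 3 SD, cut at about 16% in these data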;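 further: peak over basal fluorescence ratio within a 140 s kinetic read after compound addition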
Target sequence (P11229 whole entry, looked up): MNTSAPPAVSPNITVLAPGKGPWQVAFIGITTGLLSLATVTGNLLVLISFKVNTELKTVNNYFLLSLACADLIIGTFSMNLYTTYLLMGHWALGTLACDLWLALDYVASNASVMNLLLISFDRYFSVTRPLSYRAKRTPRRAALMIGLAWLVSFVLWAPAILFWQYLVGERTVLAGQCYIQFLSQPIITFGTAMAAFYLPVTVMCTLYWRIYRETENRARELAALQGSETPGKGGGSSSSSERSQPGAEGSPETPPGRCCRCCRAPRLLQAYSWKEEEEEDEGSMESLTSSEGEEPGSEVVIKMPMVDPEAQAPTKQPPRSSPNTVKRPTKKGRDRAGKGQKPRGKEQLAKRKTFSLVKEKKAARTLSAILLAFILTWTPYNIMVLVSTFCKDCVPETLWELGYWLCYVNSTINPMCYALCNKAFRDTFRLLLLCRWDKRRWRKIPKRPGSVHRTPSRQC
M4 ag: agonists of human muscarinic M4 receptor (CHRM4); hit rate 0.14% among 360,000; AID 624127; activation, % at 3 µM; CHO-K1 hM4/Gqi5, Fluo-8 calcium fluorescence; vehicle 0%, full acetylcholine response 100%; P08173;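 active means activation above the run mean over all test wells plus 3 SD, cut at about 32% in these data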;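 further: peak over basal fluorescence ratio per well then scaled between controls; 0% = DMSO wells and 100% = acetylcholine at EC100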
CHRM1 PAM: human CHRM1 positive allosteric modulation; CHO-K1 hM1, Fluo-8 calcium fluorescence, ACh EC20; 0% = ACh EC20, 100% = maximal ACh; activation, % at 3 µM; hit rate 0.088% among 360,000; AID 588819; in the data active means activation above about 19%, passing the limit was not always enough
CHRM4 antagonist: antagonists of human muscarinic M4 receptor (CHRM4). P08173. CHO-hM4 cells, ACh EC80, Fluo-8 calcium fluorescence. inhibition, % at 3 µM. hit rate 0.73% among 360,000. AID 624125;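 active means inhibition above its plate's cutoff, the mean inhibition of sample wells plus 3 SD, cut at about 27% in these data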;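 further: 0% = acetylcholine EC80 with DMSO and 100% = DMSO without agonist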
OXTR potentiator: human OXTR potentiation. P30559. CHO-OTR cells, Fluo-8 calcium fluorescence, potentiator mode; 0% = oxytocin EC15, 100% = EC100. activation, % at 3 µM. hit rate 0.061% among 320,000;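 active means activation above that plate's cutoff, the mean activation of tested compounds plus 3 SD, cut at about 6.6% in these data, passing the limit was not always enough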;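 further: 100% uses oxytocin at 75 nM as the full agonist control; some results filed as inactive read as strong as hits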
Target sequence (P30559 whole entry, looked up): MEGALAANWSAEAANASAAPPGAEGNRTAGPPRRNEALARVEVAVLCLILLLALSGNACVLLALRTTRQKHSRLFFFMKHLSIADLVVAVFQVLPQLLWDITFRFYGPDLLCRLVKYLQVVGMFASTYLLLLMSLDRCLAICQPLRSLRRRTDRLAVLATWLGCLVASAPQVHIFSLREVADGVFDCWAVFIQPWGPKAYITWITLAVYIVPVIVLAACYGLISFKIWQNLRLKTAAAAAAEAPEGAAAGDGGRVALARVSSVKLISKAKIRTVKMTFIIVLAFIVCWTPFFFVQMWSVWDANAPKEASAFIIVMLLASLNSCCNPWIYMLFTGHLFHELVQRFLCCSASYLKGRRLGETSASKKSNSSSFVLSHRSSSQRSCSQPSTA
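System: human OTR in CHO cells / Also added: sub-maximal oxytocin, roughly EC15 / Control set: EC15 oxytocin low, 75 nM oxytocin high / Schedule: 6 min compound pre-incubation at room temperature, 100 s kinetic read / Compound: single-point 3.0 µM / Replication: singlicate / Technique: Fluo-8 calcium dye fluorescence / Read-out basis: % activation of max/min ratio relative to oxytocin controls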
CHO-K1 Ca antag: nonselective inhibitor or artifact in parental CHO-K1 cells; inhibition, % at 3 µM; hit rate 0.6% among 360,000; ATP-induced calcium, Fluo-8 fluorescence; AID 602250;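 active means inhibition above a per-plate cutoff, the plate's mean sample inhibition plus 3 SD, cut at about 24% in these data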;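 further: 0% = DMSO plus EC80 ATP and 100% = DMSO alone without ATP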
M1 antag: blocks human M1 muscarinic receptor | P11229 | inhibition, % at 3 µM | CHO-K1 hM1, Fluo-8 calcium fluorescence, ACh EC80 antagonist | AID 588852 | hit rate 1.3% among 360,000;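 active means percent inhibition above its own plate's cutoff, namely the mean of that plate's compound wells plus 3 SD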;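 further: peak over basal fluorescence ratio during 140 s after agonist addition; 0% = ACh EC80 plus DMSO and 100% = DMSO alone without agonist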
The depositor's hits bear a star; · = not tested or not shown. Not a hit list (roughly 2.9% active in at least one column).

SMILES	CHO parental Ca	CHO-K1 Ca ag	CHRM1 agonist	M4 ag	CHRM1 PAM	CHRM4 antagonist	OXTR potentiator	CHO-K1 Ca antag	M1 antag
CCOc1ccccc1C(=O)Nc1cnn(Cc2ccc(F)cc2)c1	-23	1.5	-6	0	13	-8	1	-15	-3
COc1ccc2nc(NC(=O)c3cccc(-c4cc5ccccc5oc4=O)c3)sc2c1	-7	0.1	-6	1	1	-7	0	-8	-4
CSc1nc2n(n1)C(c1ccccn1)C1=C(CC(C)(C)CC1=O)N2 (stereo not given)	2	-0.2	-4	1	4	9	-10	-28	-5
O=C(COC(=O)C1CC2CCCC(C1)C2=O)Nc1ccc(Cl)cn1 (stereo not given)	-7	1.1	-3	2	7	-3	-5	-8	-6
CN(C)CC(O)COC(c1ccc(Cl)cc1)c1ccc(Cl)cc1 (stereo not given)	-17	5.4	-6	15	-21	-9	-10	-12	41*
Cc1ccc(C(=O)NC(=S)Nc2ccc(NC(=O)c3cccc(Cl)c3)cc2)cc1	-13	0.1	-4	0	7	-4	-6	-5	-4
CC(C)(C)c1ccc(C2(C)NC(=O)N(CC(=O)NC3CCS(=O)(=O)C3)C2=O)cc1 (stereo not given)	·	0.4	2	1	5	-22	·	-18	-16
CS(=O)(=O)N1Cc2ccccc2CC1C(=O)OCC(=O)NCc1ccccc1 (stereo not given)	-18	0.6	-2	4	0	7	-3	4	-8
O=C1CC(c2ccco2)CC(O)=C1C=Nc1cc(Cl)ccc1O (stereo not given)	8	3.1	-2	7	6	-9	-14	-8	-10
Cc1cccc([N+](=O)[O-])c1NC(=O)COC(=O)c1nc2nccc(C)n2n1	-6	0.8	-3	0	0	0	-6	-14	1
CCN(CC)CCN1C(=O)C(=O)/C(=C(/O)c2ccc(OC(C)C)cc2)C1c1ccncc1 (stereo not given)	-19	0.5	-2	0	2	-10	-6	-1	-6
CC1=C(C(=O)NC2CC(C)(C)Cc3c2cnn3-c2ccc(C)cc2)OCCO1 (stereo not given)	·	-0.5	-3	0	3	12	·	-2	-3
CCOc1cc(/C=C2\C(=N)N3N=C(S(=O)(=O)CC)SC3=NC2=O)ccc1OC(=O)c1ccco1	-12	-0.7	-2	2	3	-14	-4	2	4
N#CC1=C(N)Oc2ccc3ccc(O)cc3c2C1c1ccsc1 (stereo not given)	·	3.5	2	3	6	4	·	-2	4
COc1ccc2[nH]c3c(NCCC4=CCCCC4)ncnc3c2c1	·	15*	0	20	-9	6	·	14	23
O=C(Cc1ccccc1)N/N=C/c1cc(Br)cc(Cl)c1O	1	0.0	-9	1	-5	1	-22	8	7
CCCCNC(=O)c1onc(CSc2ccc(Cl)cc2)c1C(=O)NCCCC	-27	-0.5	-7	-2	-6	-7	4	-13	7
Cc1noc(C)c1NC(=O)N(C)C[C@H]1Oc2ccc(NC(=O)Nc3ccc(C(F)(F)F)cc3)cc2C(=O)N([C@H](C)CO)C[C@@H]1C	7	0.8	-3	1	13	-4	0	-10	-17
COc1ccc(OCc2ccc(C(=O)O)cc2)cc1	11	0.0	-2	0	5	-5	-7	-7	-4
Oc1ccccc1C=NC1=NN(c2cccc(C(F)(F)F)c2)CC1	-5	0.2	-3	0	3	10	5	-5	-1
COC(=O)C1CCN(S(=O)(=O)c2ccc(Br)s2)CC1	-11	0.6	-4	2	6	4	-1	-9	-8
CN1CCCC(OC(=O)c2ccc(C#N)cc2)C1 (stereo not given)	2	-0.3	-7	0	6	-7	-2	4	-2
Cc1ccc(C)c(S(=O)(=O)Nc2nc(C)c(C(=O)Nc3ccccc3)s2)c1	-3	-0.7	-2	0	5	-2	1	12	-2
Cc1cc(C(=O)COC(=O)CNC(=O)c2ccc(F)cc2)c(C)n1Cc1ccco1	-15	1.6	-5	2	-4	3	-5	-8	5
Cn1c(=O)c2ncn(CC(=O)N/N=C/C=C/c3ccccc3)c2n(C)c1=O	-6	0.5	-7	1	6	13	2	5	-3

Five compounds out of the list, arranged by molecular weight, low to high.
SMILES	CHO parental Ca	CHO-K1 Ca ag	CHRM1 agonist	M4 ag	CHRM1 PAM	CHRM4 antagonist	OXTR potentiator	CHO-K1 Ca antag	M1 antag
N#CC1=C(N)Oc2ccc3ccc(O)cc3c2C1c1ccsc1 (stereo not given)	·	3.5	2	3	6	4	·	-2	4
O=C1CC(c2ccco2)CC(O)=C1C=Nc1cc(Cl)ccc1O (stereo not given)	8	3.1	-2	7	6	-9	-14	-8	-10
CC1=C(C(=O)NC2CC(C)(C)Cc3c2cnn3-c2ccc(C)cc2)OCCO1 (stereo not given)	·	-0.5	-3	0	3	12	·	-2	-3
Cc1ccc(C)c(S(=O)(=O)Nc2nc(C)c(C(=O)Nc3ccccc3)s2)c1	-3	-0.7	-2	0	5	-2	1	12	-2
Cc1noc(C)c1NC(=O)N(C)C[C@H]1Oc2ccc(NC(=O)Nc3ccc(C(F)(F)F)cc3)cc2C(=O)N([C@H](C)CO)C[C@@H]1C	7	0.8	-3	1	13	-4	0	-10	-17

Following part:
SMILES	CHO parental Ca	CHO-K1 Ca ag	CHRM1 agonist	M4 ag	CHRM1 PAM	CHRM4 antagonist	OXTR potentiator	CHO-K1 Ca antag	M1 antag
O=C(C1CCN(S(=O)(=O)c2ccccc2)CC1)N1CCOCC1	-3	0.1	-1	0	6	6	-3	3	-3
Cc1c(Cl)cccc1NC(=O)C1NC(=O)CC1c1ccccc1 (stereo not given)	-9	-0.2	-4	2	5	-5	4	4	2
C[C@@H]1CCCCO[C@H](CN(C)C(=O)c2ccccc2)[C@@H](C)CN([C@H](C)CO)C(=O)c2cc(NC(=O)c3ccncc3)ccc2O1	·	-0.4	-2	0	2	-11	·	7	-10
Cc1cc(C(=O)NNC(=S)Nc2ccccc2C)cs1	-7	7.7	-5	2	-1	-13	-4	19	3
CCOC(=O)N1CCC(NC(=O)c2cc(-c3ccc(OC)cc3)nc3ccccc23)CC1	-30	1.5	0	4	1	0	1	-15	-3
Cn1c(=O)c2c(nc(CN3CCOCC3)n2CC(O)CO)n(C)c1=O (stereo not given)	1	0.6	-3	1	12	-1	-3	-6	-11
Cc1ccc(S(=O)(=O)N(Cc2n[nH]c(=S)n2-c2ccccc2)c2cccc(Cl)c2)cc1	-33	0.8	-7	2	6	1	-10	-3	-2
O=C(Cn1nnc2ccccc2c1=O)N[C@H](C(=O)O)c1ccccc1	5	0.9	-3	0	11	-9	1	-11	-16
COc1cc(OC)nc(Oc2ccccc2C(=O)Oc2cccc(C)c2)n1	-11	0.8	-6	-1	-4	1	-10	-21	2
CN(C(=O)COC(=O)C1c2ccccc2Oc2ccccc21)C1CCS(=O)(=O)C1 (stereo not given)	-27	0.4	-9	1	2	95*	-6	-8	-9
Cc1cc(C)nc(SCc2nnc(SCC(=O)N3CCCc4ccccc43)n2C)n1	-8	1.1	-3	1	6	0	1	-18	-39
CN(CC(=O)Nc1ccc(S(N)(=O)=O)cc1)Cc1ccccc1F	-3	0.1	-3	4	3	-19	1	10	-1
CC(C)CCn1c(SCC(=O)OCn2nnc3ccccc3c2=O)nc2ccccc2c1=O	-25	0.2	-10	0	-16	6	-5	-5	14
CCOc1ccc(C(=O)Nc2ccc(C(F)(F)F)n(C)c2=O)cc1	7	0.2	-6	1	4	-20	-2	-3	-8
COCc1nnc(NC(=O)c2ccc(S(=O)(=O)N3CCCc4ccccc43)cc2)o1	-4	0.8	-6	1	-5	2	-5	-10	4
Cc1c(C(=O)N(Cc2ccc(N(C)C)cc2)CC2CCCO2)oc2ccccc12 (stereo not given)	-16	0.3	-3	0	6	-15	-12	-22	-12
Cc1cccc2c1Sc1ccccc1CC2=O	-5	0.0	-4	-1	-4	-15	-5	-6	-1
COc1ccc(OC)c(NC(=O)Nc2ccc3c(c2)CCC3)c1	-17	-0.3	-6	1	-4	-4	-11	7	0
O=C(CN1CCCSc2ccccc21)N1CCN(S(=O)(=O)c2ccccc2)CC1	·	7.3	-2	8	-12	0	·	0	24
CCCCN(C)c1c(C)nc2ccc(C(=O)Nc3cc(-c4ccccc4)ccc3OC)cn12	·	-0.5	1	-1	8	-2	·	2	-10
COc1ccc(CCNC(=O)c2nnn(CC(=O)Nc3ccc(C)cc3C)c2N)cc1OC	-14	-0.4	-2	0	1	3	-3	4	-1
COc1ccc(C2=NN(CN3C(=O)C(=O)c4ccccc43)C(c3cccc([N+](=O)[O-])c3)C2)cc1 (stereo not given)	-11	0.5	-1	1	5	9	6	-12	-2
CC(C)(C)C1CCC(C(=O)Nc2cccnc2)CC1 (stereo not given)	-18	2.4	-6	3	10	7	6	-7	-2
c1csc(CNc2ncnc3ccc(-c4ccoc4)cc23)c1	-15	-0.3	-8	5	-15	9	-4	0	18
COc1cc(C(=S)N2CCCC2)ccc1OC(=O)c1ccc(Cl)cc1[N+](=O)[O-]	-8	0.4	-4	2	-3	-9	-18	-1	-12

Pulled by compound from above (6):
SMILES	CHO parental Ca	CHO-K1 Ca ag	CHRM1 agonist	M4 ag	CHRM1 PAM	CHRM4 antagonist	OXTR potentiator	CHO-K1 Ca antag	M1 antag
CN(CC(=O)Nc1ccc(S(N)(=O)=O)cc1)Cc1ccccc1F	-3	0.1	-3	4	3	-19	1	10	-1
COc1ccc(OC)c(NC(=O)Nc2ccc3c(c2)CCC3)c1	-17	-0.3	-6	1	-4	-4	-11	7	0
c1csc(CNc2ncnc3ccc(-c4ccoc4)cc23)c1	-15	-0.3	-8	5	-15	9	-4	0	18
O=C(C1CCN(S(=O)(=O)c2ccccc2)CC1)N1CCOCC1	-3	0.1	-1	0	6	6	-3	3	-3
COc1ccc(C2=NN(CN3C(=O)C(=O)c4ccccc43)C(c3cccc([N+](=O)[O-])c3)C2)cc1 (stereo not given)	-11	0.5	-1	1	5	9	6	-12	-2
COc1ccc(CCNC(=O)c2nnn(CC(=O)Nc3ccc(C)cc3C)c2N)cc1OC	-14	-0.4	-2	0	1	3	-3	4	-1

Going on with the list.
SMILES	CHO parental Ca	CHO-K1 Ca ag	CHRM1 agonist	M4 ag	CHRM1 PAM	CHRM4 antagonist	OXTR potentiator	CHO-K1 Ca antag	M1 antag
CNCC(O)Cn1c(C(F)(F)F)nc2ccccc21 (stereo not given)	-18	0.1	-4	1	4	2	-7	3	-5
CSc1ccc(CN2CCC(C)(Oc3cnc(Cl)c4ccccc34)C2)cc1 (stereo not given)	·	5.1	-5	5	-18	9	·	4	16
CC(=O)N(c1cccc(C)c1)C1SC(=O)N(c2ccccc2)C1=O (stereo not given)	-24	1.3	-3	2	4	3	-10	-8	-13
Cc1nnc(SC(C)C(=O)Nc2nccs2)s1 (stereo not given)	-6	0.8	-3	1	7	-8	-13	-15	0
CCOc1ccc(OCCn2ccnc2)cc1	0	0.3	-2	0	9	-5	2	-7	-13
O=C(Cn1nnc(-c2cccs2)n1)Nc1ccccc1C(F)(F)F	9	2.0	0	2	5	-3	-11	-8	-4
